High-throughput results from PubChem.
Mcl-1 Bim block: inhibitors of Bim peptide binding to Mcl-1, primary screen, biochemical, bead-based flow cytometry, multiplex; Induced myeloid leukemia cell differentiation protein Mcl-1 (Homo sapiens), Q07820; Bim peptide-Mcl-1 binding; inhibition, % at 10 µM; actives 0.1% (n = 190,000); in the data active = inhibition above about 40%;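 note: 0% = no compound tracer wells and 100% = peptide blocker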
Target sequence (Q07820 whole entry, looked up): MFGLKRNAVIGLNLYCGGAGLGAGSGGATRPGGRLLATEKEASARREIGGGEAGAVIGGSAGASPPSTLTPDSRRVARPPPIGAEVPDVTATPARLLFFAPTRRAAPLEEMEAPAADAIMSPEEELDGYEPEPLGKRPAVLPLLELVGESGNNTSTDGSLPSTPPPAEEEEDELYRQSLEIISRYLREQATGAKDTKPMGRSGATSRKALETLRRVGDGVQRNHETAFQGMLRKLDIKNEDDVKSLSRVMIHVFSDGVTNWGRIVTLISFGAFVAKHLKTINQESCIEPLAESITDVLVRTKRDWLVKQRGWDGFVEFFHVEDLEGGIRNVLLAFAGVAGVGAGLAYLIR
RGS4-Gao reg: modulators of RGS4 binding to Galphao, primary screen, biochemical, multiplexed bead flow cytometry | actives 0.33% (n = 220,000) | binding response (% of control), % at 10 µM | actives lie on both sides | Guanine nucleotide-binding protein G(o) subunit alpha (Homo sapiens), P09471 | AID 1415, 2008; in the data active = binding response below about 49% or above about 150%; inactive = in between;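 note: fluorescent Galphao activated with aluminum fluoride binding bead-coupled RGS4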
Mcl1-Bid inh: Mcl-1/Bid binding inhibitors, primary screen, biochemical, TR-FRET, 1536-well | TR-FRET Mcl-1/Bid-Dy647 peptide binding | inhibition, % at 21.7 µM | actives 0.97% (n = 220,000);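 active = compounds that cut the binding signal by more than half at the single screening dose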;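 note: His-tagged Mcl-1 with europium anti-His antibody binding Bid BH3 peptide; 0% = Mcl-1 plus peptide wells and 100% = peptide-only wells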
Pf gametocyte: late stage P. falciparum gametocyte viability inhibitors, primary screen, ATP luminescence, HTS | actives 0.065% (n = 150,000) | P. falciparum stage V gametocytes, 24 h | inhibition, % at 10.9 µM;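 active = inhibition above the mean plus 3 SD of compounds within the control limits, set per campaign, cut at about 38% in these data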;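 note: 0% = DMSO wells and 100% = medium only without gametocytes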
ABCG2 block: ABCG2 efflux pump inhibitors, primary screen, multiplex with ABCB1, IgMXP3 cells, flow cytometry | Broad substrate specificity ATP-binding cassette transporter ABCG2 (Homo sapiens), Q9UNQ0 | JC-1 efflux | inhibition, % at 6.6 µM | actives 0.1% (n = 190,000) | AID 1325, 2008;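 active = inhibition above 80%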;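 note: 0% = DMSO and 100% = nicardipine control wells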
Target sequence (Q9UNQ0 whole entry, looked up): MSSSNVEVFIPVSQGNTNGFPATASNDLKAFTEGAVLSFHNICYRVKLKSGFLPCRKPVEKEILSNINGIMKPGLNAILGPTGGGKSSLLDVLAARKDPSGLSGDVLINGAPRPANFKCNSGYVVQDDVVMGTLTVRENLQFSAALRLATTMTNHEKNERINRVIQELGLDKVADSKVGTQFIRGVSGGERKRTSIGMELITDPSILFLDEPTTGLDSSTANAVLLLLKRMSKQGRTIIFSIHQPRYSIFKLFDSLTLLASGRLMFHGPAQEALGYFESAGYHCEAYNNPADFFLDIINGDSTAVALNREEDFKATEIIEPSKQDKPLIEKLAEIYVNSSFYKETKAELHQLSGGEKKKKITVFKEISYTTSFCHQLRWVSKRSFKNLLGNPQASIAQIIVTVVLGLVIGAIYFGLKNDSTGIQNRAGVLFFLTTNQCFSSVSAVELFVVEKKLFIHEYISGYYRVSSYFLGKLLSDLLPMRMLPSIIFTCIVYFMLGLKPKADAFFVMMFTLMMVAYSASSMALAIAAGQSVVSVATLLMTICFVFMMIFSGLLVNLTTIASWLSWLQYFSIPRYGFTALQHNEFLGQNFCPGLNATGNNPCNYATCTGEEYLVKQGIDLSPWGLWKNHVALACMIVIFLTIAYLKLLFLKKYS
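Times: 10 min at 25 °C | Test system: Two drug-resistant human cell lines, ABCG2 and ABCB1 | Quantity: 3 million cells/mL final, two lines in 1:1 ratio | Signal: Flow cytometry, 530 nm JC-1 signal | Dosing: Compound at 6.6 µM | Controls: Nicardipine and DMSO wells | Reagent: JC-1 as fluorescent efflux pump substrate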
GSH fluor: compound fluorescence on glutathione beads, profiling panel, artefact control, biophysical, 488/530 nm, flow cytometry | GSH beads flow cytometry, compound fluorescence 488/530 nm; active compounds read high | fluorescence (KMESF) at 10 µM | actives 0.25% (n = 190,000) | AID 1776, 2009; in the data active = fluorescence above about 89;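 note: glutathione beads carrying GST-tagged Bcl family fusion proteins plus one bare bead set; values are compound well signal with DMSO vehicle wells as background; inactives centre near 16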
ABCB1 block: ABCB1 efflux pump inhibitors, primary screen, cell-based, multiplex, flow cytometry, ABCG2 counter-screen; CCRF-Adr cells, JC-1 efflux; inhibition, % at 6.6 µM; actives 0.067% (n = 190,000); AID 1326, 2008; in the data active = inhibition above about 40%;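 note: 0% = vehicle and 100% = reference inhibitor; higher value means more JC-1 retained so stronger ABCB1 efflux block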
RGS7-Gao: RGS7-Galphao binding modulators, primary screen, biochemical, multiplexed bead flow cytometry | actives lie on both sides | AID 1439, 2008 | actives 0.35% (n = 220,000) | binding response (% of control), % at 10 µM | Guanine nucleotide-binding protein G(o) subunit alpha (Homo sapiens), P09471; in the data active = binding response below about 49% or above about 150%; inconclusive = no clear call, values can overlap the other calls; inactive = in between;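 note: fluorescent Galphao held in activated GDP-AlF4 state binding bead-coupled RGS7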
Avidin fluor: green autofluorescence of compounds with avidin beads – biophysical, 488/530 nm, flow cytometry, artefact control, profiling panel; compound fluorescence 488/530 nm; active compounds read high; AID 1775, 2009; fluorescence (KMESF) at 10 µM; actives 0.38% (n = 220,000); in the data active = fluorescence above about 47; note: inactives centre near 10
RGS8-Gao: RGS8-Galphao binding modulators, primary screen, biochemical, multiplexed bead flow cytometry | Guanine nucleotide-binding protein G(o) subunit alpha (Homo sapiens), P09471 | actives lie on both sides | response (percent of control binding), % at 10 µM | actives 0.34% (n = 220,000) | AID 1423, 2008; in the data active = response below about 60% or above about 140%; inactive = in between;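 note: Galphao activated as the GDP aluminium fluoride complex binding bead-coupled RGS8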
Mcl1-Noxa inh: Mcl-1/Noxa binding inhibitors, primary screen, biochemical, TR-FRET, 1536-well; actives 1.5% (n = 220,000); inhibition, % at 21.7 µM; AID 1022, 2008; TR-FRET Mcl-1/Noxa peptide binding, 2 h; Induced myeloid leukemia cell differentiation protein Mcl-1 (Homo sapiens), Q07820;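 active = compounds that cut the protein-peptide binding signal by more than 50% relative to plate controls in a single-dose test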;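 note: His-tagged Mcl-1 with rhodamine Noxa BH3 peptide and terbium anti-His antibody; 0% = Mcl-1 plus Noxa peptide wells and 100% = peptide-only wells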
An asterisk follows results filed as active.

What do the screens show for `COc1ccccc1Nc1nc(-c2sc(NC(=O)C(C)(C)C)nc2C)cs1`?
Mcl-1 Bim block: -1.0; RGS4-Gao reg: 100.9; Mcl1-Bid inh: -5.6; Pf gametocyte: 0.5; ABCG2 block: -0.6; GSH fluor: 12; ABCB1 block: -0.2; RGS7-Gao: 100.0; Avidin fluor: 38; RGS8-Gao: 99.0; Mcl1-Noxa inh: 30.2

What do the screens show for `O=c1[nH]c(=O)n(Cc2ccccc2)c2nc(-c3cccs3)n(CCO)c12`?
RGS4-Gao reg: 98.2; Mcl1-Bid inh: -30.0; Pf gametocyte: -10.8; RGS7-Gao: inconclusive; Avidin fluor: 3; RGS8-Gao: 101.7; Mcl1-Noxa inh: 13.3

How did CCOc1cc(N2CCOCC2)c(OCC)cc1NS(=O)(=O)c1ccc(Cl)s1 do in these assays?
Mcl-1 Bim block: -1.0; RGS4-Gao reg: 97.2; Mcl1-Bid inh: -38.0; ABCG2 block: 0.5; GSH fluor: 61; ABCB1 block: -0.1; RGS7-Gao: 96.8; Avidin fluor: 12; RGS8-Gao: 100.3; Mcl1-Noxa inh: 41.2

How did CCCCC(=O)Nc1ccc(NC(=S)NC(=O)c2ccco2)cc1OC do in these assays?
RGS4-Gao reg: 101.4; Mcl1-Bid inh: -35.8; Pf gametocyte: 18.3; RGS7-Gao: inconclusive; Avidin fluor: 7; RGS8-Gao: 100.2; Mcl1-Noxa inh: -14.9

How did COc1ccc(CC(=O)Nc2ccc(OC(C)=O)cc2C(=O)O)cc1 do in these assays?
Mcl-1 Bim block: -5.0; RGS4-Gao reg: 104.6; Mcl1-Bid inh: -13.6; Pf gametocyte: 3.6; ABCG2 block: -0.5; GSH fluor: 9; ABCB1 block: 0.3; RGS7-Gao: 104.0; Avidin fluor: 5; RGS8-Gao: 101.9; Mcl1-Noxa inh: 27.1

Results for COc1ccc(CCn2c(-c3cccc([N+](=O)[O-])c3)nc3nc4ccccc4nc32)cc1OC ?
Mcl-1 Bim block: -4.0; RGS4-Gao reg: 94.3; Mcl1-Bid inh: 16.6; Pf gametocyte: -9.6; ABCG2 block: 36.5; GSH fluor: 10; ABCB1 block: 2.5; RGS7-Gao: 96.6; Avidin fluor: 7; RGS8-Gao: 92.9; Mcl1-Noxa inh: 11.7

Results for Cc1ccc2[nH]c(=O)c(CN(CCCN(C)C)C(=O)Nc3ccc(F)cc3)cc2c1 ?
Mcl-1 Bim block: -2.0; RGS4-Gao reg: 91.0; Mcl1-Bid inh: -8.6; ABCG2 block: 0.2; GSH fluor: 20; ABCB1 block: 0.1; RGS7-Gao: 94.1; Avidin fluor: 8; RGS8-Gao: 106.5; Mcl1-Noxa inh: 13.9

Results for CC(=O)Nc1nc(Cn2nnc(-c3ccc4c(c3)OCO4)n2)nc(N(C)C)n1 ?
Mcl-1 Bim block: -1.0; RGS4-Gao reg: 99.8; Mcl1-Bid inh: -16.4; Pf gametocyte: -6.8; ABCG2 block: 5.3; GSH fluor: 19; ABCB1 block: 0.6; RGS7-Gao: 102.7; Avidin fluor: 12; RGS8-Gao: 99.7; Mcl1-Noxa inh: 20.1

What do the screens show for `Cc1ccc(S(=O)(=O)N2CCC(C(=O)Nc3nnc(C45CC6CC(CC(C6)C4)C5)s3)CC2)cc1`?
Mcl-1 Bim block: 0.0; RGS4-Gao reg: 96.2; Mcl1-Bid inh: 2.5; ABCG2 block: 1.7; GSH fluor: 20; ABCB1 block: 0.9; RGS7-Gao: 98.1; Avidin fluor: 7; RGS8-Gao: 95.1; Mcl1-Noxa inh: 16.5

Results for c1ccc(CCc2nc(-c3ccncc3)no2)cc1 ?
Mcl-1 Bim block: -3.0; RGS4-Gao reg: 101.5; Mcl1-Bid inh: -3.2; Pf gametocyte: -6.3; ABCG2 block: 5.2; GSH fluor: 27; ABCB1 block: 0.3; RGS7-Gao: 103.0; Avidin fluor: 22; RGS8-Gao: 101.7; Mcl1-Noxa inh: 18.5

How did Cc1ccc(-n2c([S-])c(C(=O)Nc3ccc(OC(F)F)cc3)[n+]3ccc(C(=O)NCCO)cc23)cc1C do in these assays?
Mcl-1 Bim block: 0.0; RGS4-Gao reg: 96.0; Mcl1-Bid inh: -105.2; Pf gametocyte: -3.1; ABCG2 block: -4.8; GSH fluor: 15; ABCB1 block: -0.9; RGS7-Gao: inconclusive; Avidin fluor: 9; RGS8-Gao: 97.1; Mcl1-Noxa inh: -107.4

How did CN(Cc1c(F)cccc1Cl)c1ccc(S(=O)(=O)N2CCOCC2)cn1 do in these assays?
Mcl-1 Bim block: 0.0; RGS4-Gao reg: 96.1; Mcl1-Bid inh: -3.2; Pf gametocyte: 7.4; ABCG2 block: 2.5; GSH fluor: 51; ABCB1 block: 0.7; RGS7-Gao: 96.4; Avidin fluor: 6; RGS8-Gao: 95.8; Mcl1-Noxa inh: -3.9

How did Cc1occc1C(=O)Nc1ccccc1C(=O)O do in these assays?
Mcl-1 Bim block: -2.0; RGS4-Gao reg: 101.2; Mcl1-Bid inh: 10.9; ABCG2 block: 2.1; GSH fluor: 26; ABCB1 block: 0.2; RGS7-Gao: 101.7; Avidin fluor: 31; RGS8-Gao: 101.2; Mcl1-Noxa inh: 12.1

What do the screens show for `Cc1nn2c(C(F)(F)F)cc(-c3ccc(Cl)cc3)nc2c1C(=O)N1CCOCC1`?
Mcl-1 Bim block: -4.0; RGS4-Gao reg: 104.2; Mcl1-Bid inh: -17.8; Pf gametocyte: -4.3; ABCG2 block: 10.8; GSH fluor: 18; ABCB1 block: 1.6; RGS7-Gao: 102.6; Avidin fluor: 18; RGS8-Gao: 104.0; Mcl1-Noxa inh: 15.0

What do the screens show for `COC(=O)[C@@H]1C[C@@]2(O)[C@H](O)[C@H](O)[C@H](O)C[C@H]2N1CC1CC1`?
RGS4-Gao reg: 95.2; Mcl1-Bid inh: -30.8; Pf gametocyte: 8.7; RGS7-Gao: inconclusive; Avidin fluor: 8; RGS8-Gao: 100.4; Mcl1-Noxa inh: -4.6

Results for O=C(CCNC(=O)c1ccco1)Nc1ccc(N2CCOCC2)cc1 ?
Mcl-1 Bim block: -3.0; RGS4-Gao reg: 96.6; Mcl1-Bid inh: -38.5; Pf gametocyte: -2.7; ABCG2 block: 0.1; GSH fluor: 15; ABCB1 block: 0.1; RGS7-Gao: 95.6; Avidin fluor: 9; RGS8-Gao: 99.3; Mcl1-Noxa inh: 7.2

What do the screens show for `COc1ccc(N2CC(NC(=O)NCC(C)C)CC2=O)cc1` (stereo unspecified)?
Mcl-1 Bim block: -2.0; RGS4-Gao reg: 101.1; Mcl1-Bid inh: -29.7; Pf gametocyte: 2.9; ABCG2 block: 1.9; GSH fluor: 7; ABCB1 block: 0.3; RGS7-Gao: 99.7; Avidin fluor: 4; RGS8-Gao: 102.9; Mcl1-Noxa inh: 40.7

Results for CN(C)CCn1nnc2c(=O)oc3ccccc3c21 ?
Mcl-1 Bim block: -2.0; RGS4-Gao reg: 104.8; Mcl1-Bid inh: -20.9; Pf gametocyte: -22.8; ABCG2 block: -0.4; GSH fluor: 9; ABCB1 block: 0.0; RGS7-Gao: 107.7; Avidin fluor: 10; RGS8-Gao: 106.0; Mcl1-Noxa inh: -6.1

What do the screens show for `N#Cc1c(-c2cccc(F)c2)cc(-c2ccccc2)nc1Br`?
Mcl-1 Bim block: 0.0; RGS4-Gao reg: 95.1; Mcl1-Bid inh: -68.0; Pf gametocyte: 25.7; ABCG2 block: 0.6; GSH fluor: 8; ABCB1 block: -0.4; RGS7-Gao: 93.7; Avidin fluor: 13; RGS8-Gao: 97.7; Mcl1-Noxa inh: -173.6

Results for CCCCNC(=O)OC1CCS(=O)(=O)C1 (stereo unspecified) ?
Mcl-1 Bim block: 1.0; RGS4-Gao reg: 79.3; Mcl1-Bid inh: 2.3; Pf gametocyte: -9.3; ABCG2 block: -0.1; GSH fluor: 7; ABCB1 block: 0.2; RGS7-Gao: 86.3; Avidin fluor: 15; RGS8-Gao: 90.8; Mcl1-Noxa inh: 17.6

What do the screens show for `COc1ccc([N+](=O)[O-])cc1N(CC(O)CN1CCCC1)S(=O)(=O)c1ccc(C)cc1` (stereo unspecified)?
Mcl-1 Bim block: 0.0; RGS4-Gao reg: 99.1; Mcl1-Bid inh: 0.4; Pf gametocyte: 11.8; ABCG2 block: 5.2; GSH fluor: 10; ABCB1 block: 1.6; RGS7-Gao: 96.3; Avidin fluor: 3; RGS8-Gao: 97.9; Mcl1-Noxa inh: 15.4

What do the screens show for `Cc1c(C(=O)c2cccc([N+](=O)[O-])c2)c2ccccn2c1CCC#N`?
Mcl-1 Bim block: -3.0; RGS4-Gao reg: 101.6; Mcl1-Bid inh: -47.8; ABCG2 block: 29.1; GSH fluor: 16; ABCB1 block: 2.0; RGS7-Gao: 99.9; Avidin fluor: 13; RGS8-Gao: 102.7; Mcl1-Noxa inh: 7.2

What do the screens show for `C=CCC(C)(NCc1ccccc1)c1ccccc1` (stereo unspecified)?
Mcl-1 Bim block: -4.0; RGS4-Gao reg: 103.6; Mcl1-Bid inh: 26.7; ABCG2 block: 1.9; GSH fluor: 26; ABCB1 block: 0.4; RGS7-Gao: 104.4; Avidin fluor: 15; RGS8-Gao: 103.8; Mcl1-Noxa inh: 34.0

How did O=C(Nc1ccc(-c2noc(-c3cccs3)n2)cc1)c1cccnc1 do in these assays?
Mcl-1 Bim block: -3.0; RGS4-Gao reg: 110.4; Mcl1-Bid inh: 0.9; Pf gametocyte: 18.3; ABCG2 block: -3.6; GSH fluor: 20; ABCB1 block: -1.9; RGS7-Gao: 111.8; Avidin fluor: 29; RGS8-Gao: 123.8; Mcl1-Noxa inh: 10.3

What do the screens show for `O=C1CC(c2ccco2)CC(O)=C1C=NCC1CCNCC1` (stereo unspecified)?
Mcl-1 Bim block: 2.0; RGS4-Gao reg: 97.7; Mcl1-Bid inh: -53.9; ABCG2 block: 0.8; GSH fluor: 4; ABCB1 block: 0.1; RGS7-Gao: 98.8; Avidin fluor: 7; RGS8-Gao: 100.3; Mcl1-Noxa inh: -29.6

Results for NC(=O)Nc1ccccc1C(=O)NCCc1ccccc1 ?
Mcl-1 Bim block: -5.0; RGS4-Gao reg: 100.0; Mcl1-Bid inh: -17.1; Pf gametocyte: 17.8; ABCG2 block: 3.6; GSH fluor: 8; ABCB1 block: 0.3; RGS7-Gao: 97.4; Avidin fluor: 5; RGS8-Gao: 98.7; Mcl1-Noxa inh: 6.2
